# Screening data as filed in PubChem.
# Efflux pump inh: antifungal efflux pump inhibition, Nile Red retention; actives 0.44% (n = 330,000); inhibition, % at 10 µM; S. cerevisiae Candida pump triplex;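 active = plate passing quality check with inhibition over a set limit, or well fluorescence over plate mean plus 4 SD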;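 also: Nile Red retained in pooled yeast measured as flow cytometry median fluorescence; 0% = buffer negative control and 100% = Enniatin B positive control; higher means more Nile Red kept so more efflux inhibition; some compounds called inactive have numbers as strong as hits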
# PME-1 primary: blocks human protein phosphatase methylesterase 1. recombinant PME-1, FP-Rh probe fluorescence polarization. inhibition, % at 5.9 µM. Q9Y570. actives 0.53% (n = 320,000);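 active = inhibition above the campaign mean of all compounds plus 3 SD, cut at about 26% in these data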;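 also: competitive labeling of PME-1 active site by serine hydrolase directed probe; 0% = PME-1 with DMSO and 100% = wells lacking PME-1 enzyme; inhibitors block probe labeling so polarization falls and inhibition rises; many of its hits are not listed in these tables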
# Target sequence (Q9Y570 whole entry, looked up): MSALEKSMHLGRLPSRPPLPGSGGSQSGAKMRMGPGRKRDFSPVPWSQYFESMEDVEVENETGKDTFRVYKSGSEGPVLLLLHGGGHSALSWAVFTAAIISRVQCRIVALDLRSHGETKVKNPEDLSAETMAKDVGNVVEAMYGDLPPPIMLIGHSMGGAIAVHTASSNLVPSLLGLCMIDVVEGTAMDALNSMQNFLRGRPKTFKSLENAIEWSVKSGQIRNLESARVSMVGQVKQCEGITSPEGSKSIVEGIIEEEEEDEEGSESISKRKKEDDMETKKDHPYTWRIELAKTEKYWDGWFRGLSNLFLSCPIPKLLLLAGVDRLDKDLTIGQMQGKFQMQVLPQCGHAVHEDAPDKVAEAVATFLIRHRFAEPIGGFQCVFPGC
# MEX-5 binding: C. elegans MEX-5 TCR-2 RNA binding activity; Q9XUB2; MEX-5/FITC-TCR2 RNA binding, fluorescence polarization; hits give low values; activity score (negative = inhibition of binding), % at 10 µM; actives 0.38% (n = 300,000); AID 1832;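 active = inhibition past about -25% in most replicates, and total fluorescence under double the plate's negative control median, limit read from the data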;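 also: 0% = DMSO and -100% = 5 µM competing unlabeled TCR2 RNA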
# GRK2 aptamer HTS: inhibitors of human GRK2 displacing RNA aptamer; AID 488847; bead flow cytometry, FAM-aptamer displacement from GRK2; actives 0.59% (n = 330,000); P25098; inhibition of aptamer binding, % at 10 µM;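 active = inhibition of aptamer binding above 40%, roughly 3 SD of noise, on plates passing a quality check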;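 also: median bead fluorescence of bound FAM aptamer so fluorescent compounds give negative values; no value below 0 was filed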
# Target sequence (P25098 whole entry, looked up): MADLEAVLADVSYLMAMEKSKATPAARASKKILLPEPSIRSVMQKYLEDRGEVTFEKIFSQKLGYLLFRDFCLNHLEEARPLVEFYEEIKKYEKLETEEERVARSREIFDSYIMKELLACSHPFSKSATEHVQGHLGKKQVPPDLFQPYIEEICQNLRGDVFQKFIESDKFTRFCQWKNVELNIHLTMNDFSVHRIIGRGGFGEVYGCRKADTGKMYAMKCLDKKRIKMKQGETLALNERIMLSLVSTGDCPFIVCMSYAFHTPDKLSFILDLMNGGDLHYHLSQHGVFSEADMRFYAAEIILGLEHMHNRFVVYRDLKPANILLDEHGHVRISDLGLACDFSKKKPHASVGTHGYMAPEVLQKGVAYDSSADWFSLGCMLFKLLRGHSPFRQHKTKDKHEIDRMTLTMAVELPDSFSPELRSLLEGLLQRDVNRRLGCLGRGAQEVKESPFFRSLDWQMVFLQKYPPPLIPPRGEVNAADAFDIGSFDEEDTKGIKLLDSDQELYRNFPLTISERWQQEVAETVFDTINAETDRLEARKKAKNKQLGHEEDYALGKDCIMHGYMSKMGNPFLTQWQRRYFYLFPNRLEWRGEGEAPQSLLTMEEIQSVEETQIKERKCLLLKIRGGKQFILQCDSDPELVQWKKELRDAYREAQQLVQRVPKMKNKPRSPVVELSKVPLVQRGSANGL
# GLD-1 RNA inh: GLD-1-TGE RNA interaction inhibition (C. elegans). purified GLD-1 + fluorescein TGE RNA, fluorescence polarization. Q17339. inhibition, % at 5.96 µM. AID 2280. actives 0.44% (n = 320,000);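 active = percent inhibition above a per-plate cutoff, the plate mean of test compounds plus 3 SD, cut at about 30% in these data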;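 also: 0% = DMSO wells with GLD-1 and probe and 100% = wells lacking GLD-1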
# Fam108B inh: counter-screen for RBBP9 inhibitors: inhibitors of mouse Fam108B | actives 0.33% (n = 300,000) | recombinant Fam108B, FP-Rh probe fluorescence polarization | inhibition, % at 9.51 µM;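 active = inhibition above the screen mean inhibition plus 3 SD, computed separately per campaign, cut at about 18% in these data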;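 also: inhibitors lower polarization as less probe binds the enzyme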
# MCL1 BIM primary: disrupts human MCL1 binding to BIM-BH3 peptide | Q07820 | GST-MCL1 / FITC-Bim-BH3 fluorescence polarization | inhibition, % at 10.9 µM | actives 0.68% (n = 320,000) | AID 2057;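 active = inhibition above the mean inhibition of all tested compounds plus 3 SD, set per campaign, cut at about 40% in these data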;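 also: 0% = DMSO wells and 100% = unlabeled Bim-BH3 peptide control; higher means more loss of mP so more displacement of Bim peptide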
# VLA-4 inh: inhibition in a human VLA-4 binding assay. P13612. VLA-4 expressing cells, ligand binding flow cytometry. inhibition, % (about 7 µM as worked out from the volumes in the protocol). actives 0.2% (n = 330,000); in the data active = inhibition above about 50%
# Bcl-xL primary: inhibitors of human Bcl-xL; inhibition, % at 10.9 µM; GST-Bcl-xL / FITC-Bim BH3 peptide fluorescence polarization; actives 0.7% (n = 320,000); Q07817;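 active = inhibition above the mean of all tested compounds plus 3 SD, cutoff set per campaign, cut at about 30% in these data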;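 also: 0% = DMSO wells and 100% = unlabeled Bim-BH3 peptide competitor; inhibitors lower millipolarization by displacing the labeled peptide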
# Starred values were filed as active, the others as inactive; / = no result given.
SMILES,Efflux pump inh,PME-1 primary,MEX-5 binding,GRK2 aptamer HTS,GLD-1 RNA inh,Fam108B inh,MCL1 BIM primary,VLA-4 inh,Bcl-xL primary
CC1Cc2cc(/C=C3/SC(=S)N(C)C3=O)ccc2O1 (stereo not given),0.1,0,0.0,4,-1,-7,-1,10,-2
N#Cc1cc(-c2ccccc2)oc1/N=C/c1ccccc1O,0.1,6,-9.6,1,-6,-6,-4,1,-2
COc1ccc(-c2nc(N)nc(C)c2-c2ccc(Cl)cc2)c(O)c1,-0.2,6,1.3,2,9,2,11,17,15
S=c1[nH]nc(-c2ccccc2Cl)n1CC1CCCO1 (stereo not given),0.0,-5,-0.9,0,9,1,-3,-3,-6
CCOc1ccc(NC(=O)CCN2CCN(c3ccccc3)CC2)cc1,-0.1,2,-1.5,3,-1,2,2,0,4
CCc1nn(C)c(N)c1C,-0.1,-1,/,0,5,4,-3,7,8
O=[N+]([O-])c1ccccc1OCCNCc1ccccc1,0.1,4,-0.9,0,6,-1,5,1,7
COC(=O)C1=C(C)NC(C)=C(C(=O)OC)C1c1cc2ccc(C)cc2[nH]c1=O,0.2,4,-0.4,2,0,-5,-1,10,1
Nc1nnn(CC(=O)N/N=C/c2ccco2)n1,0.0,0,0.8,1,16,-2,1,0,8
CCOC(=O)c1ccc(NC(=O)CSc2nnc(C)n2-c2ccccc2)cc1,0.0,4,-0.5,0,0,-2,11,4,5
COc1ccc(NC(=O)NCCN2CCN(c3cc(OC)ccc3OC)CC2)cc1,-0.1,-2,0.1,1,-1,0,14,-1,6
O=C1CCN(C(=O)Nc2ccccc2)N1,0.2,-5,-3.5,0,3,0,-1,15,5
Cc1ccc(-n2ncc3c2CCCC3NC(=O)CCN2CCCC2=O)cc1C (stereo not given),0.0,4,0.7,2,3,0,0,14,7
c1ccc(CC2CCN(c3nc4ccccc4n4cnnc34)CC2)cc1,-0.1,3,0.1,0,8,-9,2,-4,0
COc1cc(NC(=O)CCCC(=O)OCC(F)(F)C(F)F)nc(OC)n1,0.0,-3,0.6,0,2,3,5,20,1
COc1cc(C(=O)OCc2cccc(OC)c2OC)ccc1OCC(=O)N1CCOCC1,0.0,-3,/,2,4,/,5,18,5
Cc1onc(-c2c(Cl)cccc2Cl)c1C(=O)N=S(C)(=O)c1ccccc1 (stereo not given),-0.1,0,2.4,3,0,0,-4,-2,2
COc1ccc(CNCC(O)COc2cccc3c2OC(C)(C)C3)cc1 (stereo not given),0.2,1,1.7,2,-2,-1,7,12,6
CC1CCCCN1S(=O)(=O)c1coc(C(N)=O)c1 (stereo not given),0.1,1,0.0,6,0,0,4,-15,1
CCOc1ccc(/C=C(\C#N)C(=O)c2c(C)[nH]c3ccccc23)cc1OC,-0.2,-2,-2.2,2,-1,-2,-6,13,6
O=C(Cn1ncc(Cl)c(Cl)c1=O)NC(=O)NC1CCCCC1,0.4,/,/,1,-1,/,/,33,/
Cc1nnc(N2CCCC(C(=O)Nc3cc(F)ccc3F)C2)c2nn(-c3ccccc3)c(C)c12 (stereo not given),0.0,-1,-0.7,0,2,-1,-8,12,2
CN(C(=O)COC(=O)c1cccnc1Cl)C1CCCCC1,0.1,/,/,0,-2,/,/,-9,/
CN(C)/C=C(\C#N)S(=O)(=O)c1ccccc1,0.0,3,-2.5,1,8,-3,5,-9,2
Cc1ccc(CNC(=O)c2cccc3c2C(=O)c2ccc(N4CCC(C)CC4)cc2S3(=O)=O)cc1,-0.1,-1,/,0,124*,/,-83,-78,-29
O=C(CNCC1CCCO1)N1CCN(S(=O)(=O)c2ccc3ccccc3c2)CC1 (stereo not given),0.0,-1,-2.7,0,4,0,7,10,7
COc1ccc(-c2[nH]ncc2-c2csc(C)n2)c(O)c1,-0.3,-4,1.0,2,8,3,5,-40,-1
O=C(CSc1nc2c(oc3ccccc32)c(=O)n1CC1CCCO1)NCc1ccccc1 (stereo not given),0.0,5,0.8,1,4,1,0,21,1
CC(NS(=O)(=O)c1ccc2ccccc2c1)c1ccccn1 (stereo not given),-0.2,/,/,0,1,/,/,0,/
Cc1cccc(C(C)C)c1NC(=O)CSc1nncn1C,-0.1,4,0.5,2,3,3,9,-2,6
Cc1onc(-c2c(F)cccc2Cl)c1C(=O)c1ccccc1O,0.5,-1,-2.2,2,5,-3,8,10,-1
CCOc1cc(NC(=O)c2ccco2)c(OCC)cc1NC(=O)CCc1ccccc1OC,-0.1,2,-4.0,0,2,5,2,-12,1
COc1ccc([N+](=O)[O-])cc1NC(=O)COC(=O)c1ccccn1,-0.2,-5,-3.7,2,4,1,6,6,4
CCc1cccc(CC)c1-n1c(SCc2cc(=O)n3ccsc3n2)nnc1-c1cccnc1,0.0,10,2.2,1,3,0,-1,1,2
Cc1ccc(S(=O)(=O)Cc2ccc(C(=O)N3CCN(c4ccccn4)CC3)o2)cc1,0.1,2,0.4,8,4,3,13,18,7
CCNc1nc(NCC)n2c(SCC(=O)c3ccc(C(C)C)cc3)nnc2n1,0.1,-4,1.6,0,2,0,6,-6,3
Cc1ccsc1C(=O)N(c1nc2ccccc2s1)c1c(C)cccc1C,-0.1,-4,0.2,2,2,-3,3,12,0
Cc1ccc(C)c(OCCC(=O)NNC(=O)c2ccncc2)c1,0.1,-2,1.0,2,3,-3,-1,-4,0
Cc1c(C(C)C)c(=O)n(-c2ccc(S(=O)(=O)NCc3ccccc3)cc2)n1C,0.1,-2,-0.4,3,6,1,-6,-2,-8
NCCc1nnc(SCC(N)=O)o1,-0.3,-7,0.0,0,6,-1,-1,30,0
O=Nc1c2nc3ccccc3n(O)c-2c2ccccc12,0.0,11,-5.2,1,10,24*,18,-4,12
Cc1ccc(S(=O)(=O)Nc2cc(C(=O)O)ccc2N2CCCCC2)cc1,0.1,4,-0.9,4,2,-4,0,17,2
CCn1c(SCC(=O)N/N=C/c2cc(OC)c(OC)c(OC)c2)nc2ccccc21,0.1,-7,1.7,0,-4,-3,1,11,-1
Cc1cccc(OCc2nnc(SCC(=O)N3c4ccccc4Sc4ccc(Cl)cc43)o2)c1,0.7,4,2.6,1,-1,-7,2,13,5
O=C(NNS(=O)(=O)c1ccc(F)cc1)c1ccccc1F,-0.1,3,1.4,3,-3,0,-8,-7,5
CC1Cc2ccccc2N1C(=O)c1ccc2snnc2c1 (stereo not given),0.0,4,/,0,0,-3,-5,-12,4
CCc1ccccc1NC(=O)CNC(=O)c1cccc(S(=O)(=O)N2CCN(Cc3ccccc3)CC2)c1,0.0,-3,-1.3,2,10,3,6,-1,6
C=CCn1c(-c2ccncc2)n[nH]c1=S,0.0,1,1.9,3,-7,4,-16,16,-4
O=C(c1ccc2c(c1)OCO2)N(CC1CCCO1)C1(C(=O)NC2CCCCC2)CCCCC1 (stereo not given),0.0,7,-3.8,1,3,3,7,2,8
CCOc1ccc(C(=O)Nc2cccc(-c3cc4ccccc4oc3=O)c2)cc1[N+](=O)[O-],1.0*,-43,-1.5,1,1,-13,3,7,0

# Additional compounds follow.
SMILES,Efflux pump inh,PME-1 primary,MEX-5 binding,GRK2 aptamer HTS,GLD-1 RNA inh,Fam108B inh,MCL1 BIM primary,VLA-4 inh,Bcl-xL primary
O=C(CN1CCOCC1)NCCNC(=O)CN1CCOCC1,0.0,5,/,2,1,2,-2,0,-2
COc1cc(OC)cc(C(=O)Nc2ccc3nc4n(c(=O)c3c2)CCCC4)c1,0.1,11,0.0,0,4,0,1,14,10
CN(C)C(=O)N1CCN(C(=O)N(C)C)CC1,0.0,-14,-1.2,0,9,-6,2,23,1
CCN(C[C@H]1N[C@@](CC)(C(=O)OC)[C@H]2C(=O)N(Cc3ccccc3)C(=O)[C@@H]12)C(=O)Nc1ccc(OC)cc1,0.0,/,/,1,-1,/,/,44,/
O=C1N=c2ccc(Br)cc2=C1c1sc(=O)[nH]c1O,-0.2,-7,-26*,1,2,13,19,-8,20
CCOC(=O)CSc1ncnc2c1cnn2-c1ccccc1,0.3,-6,0.6,0,6,-5,5,-9,4
CC1CCCC(C)N1C(=O)Cn1c(SCC(=O)Nc2ccc3c(c2)OCO3)nc2ccccc21 (stereo not given),0.0,3,-0.8,0,8,5,5,-1,5
O=C(NCC1CCCO1)c1ccc2c(=O)n(CC3CCCO3)c(SCC(=O)N3CCCC3)nc2c1 (stereo not given),0.3,0,1.8,0,8,-4,-5,-1,-4
C=CCC[C@H](Cc1ccc(F)cc1)C(=O)OC[C@H](Cc1c[nH]c2ccccc12)NC(=O)[C@@H](CC=C)CC(=O)NCCO,0.3,/,/,3,3,/,/,-1,/
CCOC(=O)N1CCN(C(=O)CN(C2CCCCC2)S(=O)(=O)c2ccc(Cl)cc2)CC1,0.3,5,0.1,1,8,-2,2,-2,-2

# As entered above:
# MCL1 BIM primary with `O=C1N=c2ccc(Br)cc2=C1c1sc(=O)[nH]c1O` is entered as 19
# VLA-4 inh with `CCOC(=O)CSc1ncnc2c1cnn2-c1ccccc1` is entered as -9

# New compounds follow
SMILES,Efflux pump inh,PME-1 primary,MEX-5 binding,GRK2 aptamer HTS,GLD-1 RNA inh,Fam108B inh,MCL1 BIM primary,VLA-4 inh,Bcl-xL primary
CCS(=O)(=O)c1ccc(O)c(NC(=O)COc2ccc(OC)cc2)c1,-0.2,-8,-0.1,0,2,10,9,4,6
N#CC(C#N)=Cc1ccc(OCC(=O)N2CCOCC2)cc1,0.2,-6,-0.4,1,-2,-6,-1,-3,8
CC1CCN(S(=O)(=O)c2ccc3c(c2)n(C)c(=O)n3C)CC1,0.0,-2,-2.4,2,7,3,5,9,5
CCN(CC)S(=O)(=O)c1ccc(N2CCOCC2)c(NC(=O)COc2ccccc2C)c1,0.2,18,/,74*,3,/,2,10,2
COC(=O)C1=C(C)NC(=O)/C1=C\c1cc(C)n(-c2cccc(C)c2)c1C,-0.1,10,0.6,2,11,8,3,18,4
COc1ccc(CN2CCN(C(C)C)C(CCO)C2)cc1Cn1cccn1 (stereo not given),0.1,-3,-3.1,0,-1,-4,4,7,3
Cc1cccc(NC(=O)C2c3ccccc3C(=O)N3CCc4ccccc4C23)n1 (stereo not given),-0.2,6,-3.0,0,5,2,5,9,7
CCOC(=O)CN1C(=O)C(O)=C(C(C)=O)C1c1ccc([N+](=O)[O-])cc1 (stereo not given),-0.3,0,0.5,4,-7,4,9,-23,5
Cc1cc(=O)c2ccccc2s1,-0.1,-2,1.3,0,0,-1,8,6,7
CC1=C(C(=O)Nc2cccc(C(=O)NC3CCCC(C)C3C)c2)SCCO1 (stereo not given),-0.1,-3,-0.4,0,-2,6,1,11,-1
O=C(O)C1CCCN1c1ncccc1[N+](=O)[O-] (stereo not given),0.0,-8,1.6,2,6,-2,16,15,21
Clc1ncccc1-c1nc2ccccc2n1Cc1ccccc1,0.1,1,-4.7,2,-6,-5,7,7,3
COc1ccccc1N1CCN(C(=O)CN2C(=O)c3ccccc3C2=O)CC1,-0.2,-7,-0.3,2,-5,1,-4,21,4
O=C(CCc1nnc(-c2ccsc2)o1)NCc1ccccc1OC(F)(F)F,0.1,-3,/,11,5,-5,-7,-2,-6
O=C1OC(=O)C2C3CCC(O3)C12 (stereo not given),0.0,-1,/,3,3,-2,-3,8,8

# Exported with values under each structure: part of the list above
# Screens in order: Efflux pump inh	PME-1 primary	MEX-5 binding	GRK2 aptamer HTS	GLD-1 RNA inh	Fam108B inh	MCL1 BIM primary	VLA-4 inh	Bcl-xL primary
- Clc1ncccc1-c1nc2ccccc2n1Cc1ccccc1
 : 0.1	1	-4.7	2	-6	-5	7	7	3
- O=C1OC(=O)C2C3CCC(O3)C12 (stereo not given)
 : 0.0	-1	/	3	3	-2	-3	8	8

# An excerpt; the hit share may differ from the screen's.
